Rab9 promoter act = activates the Rab9 promoter; Huh7 Rab9 promoter-luciferase reporter, luminescence, 24 h; Potency, µM (top dose mostly 9.22 µM), inactives show at the highest dose activation, negative = inhibition, hits mostly activators; 2.8% of 320,000 active; AID 485297; further: % of control where 0% means no effect; nearly all actives have a fitted effect of over 60% in size
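Promoter activation is measured as luciferase luminescence in Huh7 cells stably transfected with a Rab9 promoter–luciferase construct, following 24 h compound exposure at 37 °C and 10 min reagent incubation at ambient temperature.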
uPA generation = inhibitors of cell surface uPA generation | 0.31% of 330,000 active | cell surface uPA generation assay, qHTS | Potency, µM (top dose mostly 38.3 µM), without a hit: top-dose activity change, negative = inhibition, usual class: inhibitors; active means well fitted inhibition curve with a large enough effect; inconclusive means small, poorly fitted or top-dose-only effect; inactive means no such curve, though single readings can be large or run the other way; tested in mouse RAW 264.7 cells; further: on the % scale 0 is the no-effect control and ±100 the full control effect; nearly all actives have a fitted effect of over 55% in size
ELG1 genotoxic = induces genotoxicity in HEK293T cells with luciferase-tagged ELG1; HEK293T ELG1-luciferase reporter, luminescence, 16 h; Potency, µM (highest dose often 46 µM), for inactives: top-dose activity change, positive = activation, most hits filed as activators; 1.3% of 330,000 active; further: % of control where 0% means no effect; nearly all actives have a fitted effect of over 60% in size
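Genotoxicity was scored as increased ELG1-luciferase reporter signal, measured by ONE-Glo luminescence (30 min, room temperature). Compound or vehicle exposure of the HEK293T reporter cells lasted 16 hr at 37°C.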
RORg inh = inhibitors of mouse ROR gamma transcriptional activity; P51450; Drosophila S2 Gal4-RORgamma UAS-luciferase reporter, 20 h; Potency, µM (top dose mostly 53.6 µM), for inactives: at the top dose activity change, negative = inhibition, actives largely listed as inhibitors; 5.4% of 310,000 active; further: on the % scale 0 is the no-effect control and ±100 the full control effect; nearly all actives have a fitted effect of over 60% in size
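Drosophila S2 cells stably expressing Gal4-DBD/mouse RORγ fusion under metallothionein promoter plus UAS-luciferase; compound 1 h, then 700 uM CuSO4 induction for 20 h at ambient temperature; inhibition read as reduced luminescence.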
VP16 counter = inhibits Gal4-VP16 luciferase reporter, ROR gamma counter-screen; Potency, µM (top dose mostly 53.6 µM), for the others: at the highest dose activity, negative = inhibition, hits mostly inhibitors; Drosophila S2 Gal4-VP16 UAS-luciferase, luminescence, 20 h; 3.5% of 310,000 active;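 further: Gal4-VP16 expression switched on by copper sulfate through the metallothionein promoter; on the % scale 0 is the no-effect control and ±100 the full control effect; nearly all actives have a fitted effect of over 50% in size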
NPC1 prom act = activators of NPC1 promoter; Huh7 NPC1 promoter luciferase reporter, 24 h; 2.4% of 320,000 active; Potency, µM (doses to about 9.22 µM), without a hit: at the top dose activation, most hits filed as activators;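 further: % of control where 0% means no effect; nearly all actives have a fitted effect of over 60% in size; reporter is driven by a mutant NPC1 promoter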
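Cells: Huh7 expressing luciferase under the NPC1 promoter, 1500/well. Seeded 2 h, compound added, incubated 24 h at 37 °C. Luciferase reagent, 10 min ambient, then luminescence.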
BRCA1 expr act = increases BRCA1 expression; MCF7-BRCA1-FFLuc reporter, luminescence, 48 h; response scale: scaled: vehicle 0%, 10 µM genistein 100%; Potency, µM (titrated, usually from 46.1 µM), for inactives: at the highest dose activation, usual class: activators; 1.1% of 380,000 active; further: nearly all actives have a fitted effect of over 80% in size; some results filed as inactive show a strong effect at the top dose
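Activators of BRCA1 expression were detected as increased firefly luciferase luminescence in engineered MCF7 cells after 48 h compound incubation. Signals were scaled to genistein 10 microM as full activation.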
p53 reactivation = re-activators of mutant p53 | H1299 p53-A138V BP100-luciferase reporter, luminescence, 24 h | Potency, µM (doses to about 92.2 µM), inactives show at the top dose activity change, positive = activation, usual class: activators | 0.063% of 320,000 active; further: % of control where 0% means no effect; nearly all actives have a fitted effect of over 45% in size
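p53-null H1299 cells stably carrying temperature-sensitive p53-A138V and a BP100-luciferase reporter were pinned with compounds (4-point, 1:5 series) and held 24 hrs at 37 deg C. Luminescence was read 10 min after detection reagent.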
MBNL1-CUG inh = inhibitors of human MBNL1 binding to CUG repeat RNA. Q9NR56. TR-FRET MBNL1-His/biotin-(CUG)12 binding, 665/545 ratio. Potency, µM (series often up to 57.5 µM), for inactives: at the highest dose activity change, negative = inhibition, usual class: inhibitors. 0.036% of 280,000 active. AID 2675; active means well fitted inhibition curve with a large enough effect in the signal ratio, with a control signal flat, not every such curve was filed as active; inconclusive means small, poorly fitted or top-dose-only effect, or effect the other way, or a change in a side signal; inactive means no such curve, though single readings can be large or run the other way; the % refers to the signal ratio; further: on the % scale 0 is the no-effect control and ±100 the full control effect
Target sequence (Q9NR56 whole entry, looked up): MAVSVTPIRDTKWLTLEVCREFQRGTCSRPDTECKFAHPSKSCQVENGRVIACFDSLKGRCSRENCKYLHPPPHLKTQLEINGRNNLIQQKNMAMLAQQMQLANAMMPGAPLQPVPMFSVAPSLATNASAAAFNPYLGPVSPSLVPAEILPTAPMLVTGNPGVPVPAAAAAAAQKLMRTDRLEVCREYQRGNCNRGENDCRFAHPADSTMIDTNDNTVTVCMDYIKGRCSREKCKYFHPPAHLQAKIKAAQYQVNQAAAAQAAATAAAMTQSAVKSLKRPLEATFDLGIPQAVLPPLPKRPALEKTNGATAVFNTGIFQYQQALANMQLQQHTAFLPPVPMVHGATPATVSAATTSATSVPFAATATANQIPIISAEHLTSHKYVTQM
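Compound titration spanned 92 nM–58 uM against the MBNL1-His/biotin-(CUG)12 complex. After 60 min at room temperature with 5 nM streptavidin-XL665 and 0.055 ng/ul terbium anti-His, ratiometric 665/545 nm emission (Ex 340 nm) normalized to controls.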
FLuc counter = counter-screen for miR-21 project: firefly luciferase inhibitors or activators; P08659; purified FLuc, Km substrates, luminescence inhibition; Potency, µM (doses to about 57.5 µM), for inactives: top-dose activity change, negative = inhibition, actives largely listed as inhibitors; 6.9% of 360,000 active; AID 588342;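 further: plate controls were vehicle for no effect and reference inhibitor for full effect; nearly all actives have a fitted effect of over 55% in size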
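Purified P. pyralis luciferase (10nM final) with 10uM D-luciferin and 10uM ATP (Km levels) in 50mM Tris acetate pH 7.5, 10mM Mg acetate, 0.01% Tween-20, 0.05% BSA; qHTS 6-point titration, ~60 µM downward; luminescence read.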
* = called active by the depositor; ? = inconclusive; . = not tested or not shown; [ ] = dose if it differs, or a comment. Unless noted, the call rests on the fitted dose curve; in most records, active means well fitted curve in the direction sought with a large enough effect; inconclusive means small, poorly fitted or top-dose-only effect, or another doubt; inactive means no such curve, though single readings can be large; an effect the other way counts as inactive or inconclusive. Potency means the concentration at half of the fitted maximal effect.

Preview, two compounds:
The line under a structure holds: FLuc counter	MBNL1-CUG inh	Rab9 promoter act	uPA generation	NPC1 prom act	RORg inh	ELG1 genotoxic	p53 reactivation	BRCA1 expr act	VP16 counter
1. COc1cccc2cc(C(=O)NCc3ccc(Cl)cc3)c(=N)oc12
→ ?	90.9%[activator]	-0.5%	-2.8%	-7.8%	0.0891µM*	-7.5%	-0.7%	8.5%	?
2. Cc1nn(Cc2ccccc2)c(Cl)c1/C=C1\NC(=S)NC1=O
→ -9.0%	2.3%	-5.1%	-9.1%	-4.8%	?	12.2%	-3.5%	-22.5%	-17.1%

The list itself, from the first entry:
The line under a structure holds: FLuc counter	MBNL1-CUG inh	Rab9 promoter act	uPA generation	NPC1 prom act	RORg inh	ELG1 genotoxic	p53 reactivation	BRCA1 expr act	VP16 counter
1. COc1cccc2cc(C(=O)NCc3ccc(Cl)cc3)c(=N)oc12
→ ?	90.9%[activator]	-0.5%	-2.8%	-7.8%	0.0891µM*	-7.5%	-0.7%	8.5%	?
2. Cc1nn(Cc2ccccc2)c(Cl)c1/C=C1\NC(=S)NC1=O
→ -9.0%	2.3%	-5.1%	-9.1%	-4.8%	?	12.2%	-3.5%	-22.5%	-17.1%
3. O=C(NCCO)c1ccc2[nH]c3c(c2c1)CCCC3
→ ?	-3.2%	21.5%	-2.8%	-2.1%	40.8%	15.4%	14.6%	28.3%	8.8%
4. Cc1cccc(CSCCNC(=O)COc2ccc(Cl)cc2)c1
→ 4.5%	.	-4.6%	-2.2%	-1.8%	8.3%	-1.2%	-1.2%	5.5%	-2.6%
5. Cc1noc(C)c1C(=O)OCC(=O)N1CCN(S(=O)(=O)c2ccc3ccccc3c2)CC1
→ -2.7%	-5.7%	0.4%	-8.0%	-2.7%	5.3%	2.6%	-3.6%	-20.1%	5.6%
6. CCNC(=O)CSC1=N/C(=C\c2ccc(O)c(OCC)c2)C(=O)N1c1ccc(OC(F)F)cc1
→ -0.1%	8.4%	-3.0%	0.9%	-0.3%	-2.7%	12.1%	0.9%	-15.6%	-12.8%
7. Cc1cc(Cl)c2oc(C(=O)N(C)CCCN3CCOCC3)c(C)c2c1
→ -3.1%	1.9%	-1.6%	-4.8%	-4.2%	-1.7%	-13.0%	-9.3%	1.2%	-7.7%
8. CCOC(=O)Cn1c(=O)oc2ccc(C)cc21
→ 1.4%	0.1%	-6.0%	-1.4%	-4.4%	-1.3%	-0.7%	-2.7%	-1.6%	-0.6%
9. O=C(Cc1ccc(S(=O)(=O)N2CCOCC2)s1)Nc1cc(C(F)(F)F)ccc1N1CCCC1
→ 4.5%	.	-3.7%	1.1%	-0.4%	.	4.2%	-6.2%	-43.5%	.
10. N/C(=N\OC(=O)c1ccc(OCC(F)(F)F)nc1)c1ccc(Cl)cc1
→ ?	-7.9%	-0.6%	2.1%	1.2%	18.7%	7.5%	7.5%	26.7%	13.0%
11. O=C(NCCN1CCOCC1)c1cn(-c2ccccc2)nc1-c1cccs1
→ ?	4.0%	-1.7%	-0.9%	1.1%	4.2%	1.1%	1.2%	-15.3%	4.5%
12. CCCNCc1cc(OC)c(OCC(=O)NCCc2ccccc2)cc1Br
→ 4.3%	-21.6%	-8.0%	-6.9%	-1.1%	10.0%	1.5%	-4.6%	-13.2%	5.4%
13. N#Cc1ccc(CN2CCN(C(=O)CCNS(=O)(=O)c3ccc(F)c(Cl)c3)CC2)cc1
→ 11.7%	.	-1.5%	-6.0%	-4.7%	.	-7.9%	-7.0%	-0.9%	.
14. CCN(CC)S(=O)(=O)c1ccc(N2CCCCC2)c(NC(=O)C2=COCCO2)c1
→ 2.8%	.	-6.6%	11.9%	-0.5%	.	-4.9%	-2.4%	-25.4%	.
15. Fc1ccccc1/C=C1\CCCC2=C1Nc1nnnn1C2c1ccccc1F (stereo not given)
→ 1.3%	-0.9%	0.5%	?	-0.4%	-42.1%	?	-2.8%	-31.2%	?
16. Cc1cccc(C(=O)NC2CC3CCC(C2)N3C)c1 (stereo not given)
→ 1.3%	.	-3.6%	1.3%	-1.1%	.	-1.7%	-0.5%	-1.4%	.
17. COC(=O)C1CCN(S(=O)(=O)Cc2ccccc2Cl)CC1
→ -0.7%	-3.7%	-7.9%	-3.0%	2.3%	-24.4%	1.1%	11.8%	-4.6%	2.1%

Record cards, as listed above:
N/C(=N\OC(=O)c1ccc(OCC(F)(F)F)nc1)c1ccc(Cl)cc1 reads FLuc counter = ?; MBNL1-CUG inh = -7.9%; Rab9 promoter act = -0.6%; uPA generation = 2.1%; NPC1 prom act = 1.2%; RORg inh = 18.7%; ELG1 genotoxic = 7.5%; p53 reactivation = 7.5%; BRCA1 expr act = 26.7%; VP16 counter = 13.0%
COC(=O)C1CCN(S(=O)(=O)Cc2ccccc2Cl)CC1 reads FLuc counter = -0.7%; MBNL1-CUG inh = -3.7%; Rab9 promoter act = -7.9%; uPA generation = -3.0%; NPC1 prom act = 2.3%; RORg inh = -24.4%; ELG1 genotoxic = 1.1%; p53 reactivation = 11.8%; BRCA1 expr act = -4.6%; VP16 counter = 2.1%
